Compound activity from PubChem.
PolyA inhibitor = inhibitors of polyadenylation in S. cerevisiae; calls only at 12 µM; AID 1875; S. cerevisiae SKY197-pL101 polyadenylation reporter, beta-gal luminescence; efflux-impaired pdr1/pdr3 knockout yeast; score 100 = 6 SD above DMSO; 0.02% of 300,000 active;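 active = lowest replicate activity score at least 50, where 100 means six control SD above control mean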;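 note: yeast exposed to compound for 9 h at 30 °C; higher score means more reporter readthrough which indicates perturbed polyadenylation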
hERG protect = hERG (human) protection from proarrhythmic block. Q12809. CHO-hERG, FluxOR thallium flux, dofetilide IC70 present. activation (rescue from dofetilide block), less the hit threshold, % at 10 µM. 0.51% of 310,000 active;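 active = activation above the mean of controls blocked by dofetilide plus 5 SD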;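 note: thallium influx through hERG after potassium depolarization seen as dye fluorescence rise; in these data hits start at about 4.7%; inactives centre near -7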
GSK3A inh = blocks human GSK-3 alpha kinase; AID 2650; inhibition, % at 10 µM; ADP-Glo luminescence, 60 min; 0.1% of 320,000 active;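 in the data active = inhibition above about 50%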;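 note: GST-tagged GSK-3 alpha with peptide substrate and 25 µM ATP; 0% = DMSO neutral wells and 100% = GW8510 positive control wells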
KCNK9 block = blocks the human KCNK9 two-pore domain potassium channel. Q9NPC2. HEK293 KCNK9, FluxOR thallium flux fluorescence; stronger effect = lower value. B-score at 10 µM. 1.2% of 310,000 active;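 active = ratio B-score over 3 SD below the library mean, with starting fluorescence within 5 SD of its mean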;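 note: negative B-score means less thallium flux so channel inhibition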
Target sequence (Q9NPC2 whole entry, looked up, the tested form may be a part): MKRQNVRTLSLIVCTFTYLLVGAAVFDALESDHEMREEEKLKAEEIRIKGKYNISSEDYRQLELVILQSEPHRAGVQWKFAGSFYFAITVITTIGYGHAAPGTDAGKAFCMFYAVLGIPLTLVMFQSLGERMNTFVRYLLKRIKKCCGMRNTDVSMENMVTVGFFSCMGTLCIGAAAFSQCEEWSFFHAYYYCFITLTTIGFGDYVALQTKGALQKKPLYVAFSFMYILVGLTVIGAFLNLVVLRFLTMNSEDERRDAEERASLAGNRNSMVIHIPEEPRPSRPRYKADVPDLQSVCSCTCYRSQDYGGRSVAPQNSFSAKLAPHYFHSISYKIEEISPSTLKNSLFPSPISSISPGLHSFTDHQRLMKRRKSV
HDAC3 inhib = blocks human histone deacetylase 3. O15379. recombinant HDAC3, fluorogenic peptide/trypsin coupled, fluorescence. inhibition, % at 8.3 µM. 0.15% of 320,000 active. AID 2718; in the data active = inhibition above about 26%, passing the limit was not always enough
Target sequence (O15379 whole entry, looked up): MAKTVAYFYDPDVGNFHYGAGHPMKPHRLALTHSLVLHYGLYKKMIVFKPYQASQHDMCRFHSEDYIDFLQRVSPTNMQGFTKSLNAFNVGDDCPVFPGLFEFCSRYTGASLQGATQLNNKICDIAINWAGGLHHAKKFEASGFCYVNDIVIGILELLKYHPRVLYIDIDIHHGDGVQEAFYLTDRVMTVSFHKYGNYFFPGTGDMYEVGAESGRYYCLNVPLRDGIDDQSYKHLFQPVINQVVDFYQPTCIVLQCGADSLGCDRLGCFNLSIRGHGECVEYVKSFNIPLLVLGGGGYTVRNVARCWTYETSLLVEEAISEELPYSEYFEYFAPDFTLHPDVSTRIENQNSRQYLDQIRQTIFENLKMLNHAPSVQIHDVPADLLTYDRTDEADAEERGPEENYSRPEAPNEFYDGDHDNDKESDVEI
KCNQ1 act = potentiates or activates the human KCNQ1 potassium channel; CHO-K1 KCNQ1, thallium flux FluxOR fluorescence; stronger effect = higher value; B-score at 10 µM; 0.35% of 310,000 active; AID 2648;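 active = fluorescence ratio B-score, a plate-corrected score, at least three library SD, with initial intensity B-score within 5 SD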
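System: Stable KCNQ1 CHO-K1 line | Incubation: 90 min dye loading and 20 min compound exposure, both at room temperature | Measure: Ratio B score | Medium: Assay buffer for compound exposure, DMSO matched across wells | Compound dosing: Single-concentration screen | Probe or stimulus: K+/Tl+ depolarizing stimulus | Measured by: Kinetic FluxOR fluorescence, 10 s baseline plus 110 s post-stimulus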
DYRK1A inh = inhibitors of rat Dyrk1A kinase; Q63470; inhibition, % at 12.5 µM; ADP-Glo luminescence, NFATc1 peptide; 0.43% of 310,000 active; in the data active = inhibition above about 50%;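 note: plate controls were vehicle with enzyme for no effect and no enzyme for full effect; many of its hits are not listed in these tables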
RGS4 pot = potentiators or activators of RGS4 | HEK293 M3R/inducible RGS4, carbachol calcium flux Fluo4; stronger effect = lower value | B-score at 10 µM | 0.92% of 310,000 active | AID 463111;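 active = B-score of the integrated calcium signal more than 4 SD below the library mean, with starting fluorescence not abnormally high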;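 note: negative B-score means reduced calcium response which marks RGS4 activation or potentiation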
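System – HEK293 FlpIn-TREx cells, stable M3R, doxycycline-inducible RGS4 · Reagent – ECmax carbachol challenge · Times – compound preincubation 20 min at room temperature before agonist · Technique – Fluo4 fluorescence kinetic imaging of calcium · Measure – B score of integrated Fluo4 ratio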
KCNK3 inh = human KCNK3 channel inhibition, primary screen; CHO-KCNK3 thallium flux, FluxOR fluorescence; stronger effect = lower value; B-score at 10 µM; 0.84% of 340,000 active; AID 602410;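 active = B-score under library mean minus 4 SD, starting fluorescence ratio at most library mean plus 5 SD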;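 note: more negative B-score means stronger inhibition of thallium flux through KCNK3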
KCNQ1 block = human KCNQ1 channel inhibition; B-score at 10 µM; CHO-K1 KCNQ1, FluxOR thallium flux fluorescence; stronger effect = higher value; 1.3% of 310,000 active; P51787;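 active = compounds whose thallium flux B-score, printed positive for inhibition, exceeds three library SD while starting fluorescence stays within three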;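 note: channel opened by potassium depolarization with thallium stimulus after 20 min compound exposure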
GSK3B inh = human GSK3beta kinase inhibition. P49841. GST-GSK3beta kinase, ADP-Glo luminescence, 60 min; stronger effect = lower value. activity score (negative = inhibition), % at 10 µM. 0.038% of 300,000 active. AID 2097;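 active = more than half of replicate wells score below -50%, meaning over 50% inhibition versus plate controls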;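 note: 0% = median DMSO wells and -100% = median GW8510 positive control wells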
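Assay system: GST-fused GSK3beta enzyme, cell-free / Medium: Tris pH 7.5 buffer with MgCl2, DTT, BSA, heparin / Also added: peptide substrate plus 25 µM ATP (final) / Compound: 10 µM single point / Timing: kinase reaction with compound 60 min at room temperature / Detection: ADP-Glo luminescence / Benchmarks: DMSO neutral wells and GW8510 at 20 µM as positive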
An asterisk follows results filed as active; i = inactive; · = no result given. An excerpt. The share of hits here may be higher or lower than overall.

1. COc1ccc(-c2cc(C(=O)N(C)Cc3ccc(F)cc3)c3ccccc3n2)cc1OC
2. COc1ccc(CCNC(=O)N2CCOCC2)cc1
3. OCCOCCn1c(CCNc2nc(-c3ccc(F)cc3)cs2)nc2cc(C(F)(F)F)ccc21
4. CCOCCCn1c(=N)c(S(=O)(=O)c2ccccc2)cc2c(=O)n3cc(C)ccc3nc21
5. CCOC(=O)C1=C(CC)Nc2ccccc2N=C1NC(=O)c1cccc(S(=O)(=O)N2CCCC2)c1
6. CCOC(=O)c1ccc(Nc2nc(N)c3cc(OC)c(OC)cc3n2)cc1
7. CCCc1nc(SCC(=O)Nc2ccc(S(=O)(=O)N(C)C)cc2)c2ccccc2n1
8. OCCNCc1ccc(OC2CCCC2)cc1

Screen / compound no.,1,2,3,4,5,6,7,8
PolyA inhibitor,i,i,i,i,i,i,i,i
hERG protect,-11,-10,-10,-9,-10,-4,-8,-7
GSK3A inh,2,-1,3,-2,1,-2,1,0
KCNK9 block,i,i,i,i,i,i,i,i
HDAC3 inhib,-12,-2,1,-24,2,0,-1,-2
KCNQ1 act,i,i,i,i,i,i,i,i
DYRK1A inh,3,6,0,9,-7,2,7,0
RGS4 pot,i,i,i,i,i,i,i,i
KCNK3 inh,i,i,i,i,i,i,i,i
KCNQ1 block,i,i,i,i,i,i,i,i
GSK3B inh,-1,0,-5,0,4,-1,4,3

9. O=S(=O)(c1cccs1)N1CCN(Cc2cccc(F)c2)CC1
10. Nc1nc(SCC(=O)Nc2ccc([N+](=O)[O-])cc2Br)n[nH]1
11. CN(C)C(CNC(=O)c1ccc(NC(=O)c2cccs2)cc1)c1ccccc1 (stereo unspecified)
12. Cc1ccc(NC2=C(NCCO)C(=O)c3ccccc3C2=O)cc1
13. C=CCn1c(SCCOc2ccc(OC)cc2)nnc1C(C)NC(=O)c1ccc(OC)cc1 (stereo unspecified)
14. O=C(c1cnn(C(=O)c2ccc(O)cc2)c1)c1ccccc1O
15. Cc1cccc(N(CC(=O)NCc2ccco2)C(=O)CNS(=O)(=O)c2ccc(F)cc2)c1
16. Cc1cccc(NC(=O)C2CC(=O)n3cnnc3S2)c1 (stereo unspecified)

Screen / compound no.,9,10,11,12,13,14,15,16
PolyA inhibitor,i,i,i,i,i,i,i,i
hERG protect,-5,-8,-4,-8,-11,-11,-4,-8
GSK3A inh,-3,7,-1,19,-1,-1,-2,1
KCNK9 block,i,i,i,i,i,i,i,i
HDAC3 inhib,0,9,-5,-2,-1,76*,5,10
KCNQ1 act,i,i,i,i,i,i,i,i
DYRK1A inh,-8,5,4,8,4,·,1,-6
RGS4 pot,i,i,i,i,i,i,i,i
KCNK3 inh,i,i,i,i,i,·,i,i
KCNQ1 block,i,i,i,i,i,6*,i,i
GSK3B inh,4,0,3,-2,-3,-1,-2,1

17. Cc1ccccc1NC(=O)CCc1c(C)nn(-c2ccc(N3CCOCC3)nn2)c1C
18. COc1ccc(C(C(=O)NC2CCCC2)N(C(=O)c2snc(C(N)=O)c2N)c2cccc(O)c2)cc1 (stereo unspecified)
19. COc1ccc(/C=N/NC(=S)Nc2cc(S(=O)(=O)N3CCOCC3)ccc2N2CCOCC2)cc1O
20. O=C(C1CCCN(S(=O)(=O)c2ccc(F)cc2)C1)N(Cc1cccs1)C1CC1 (stereo unspecified)
21. O=C(O)c1cc(S(=O)(=O)N2CCCCC2)ccc1F
22. Cn1c(-c2ccc(F)cc2)cnc1SCC(=O)NNC(=O)Cc1ccccc1
23. FC(F)(F)c1nc(SCc2ccc(Cl)cc2Cl)n[nH]1
24. Cc1cc(C)c2c(N)c(C(=O)Nc3ccc([N+](=O)[O-])cc3)sc2n1

Screen / compound no.,17,18,19,20,21,22,23,24
PolyA inhibitor,i,i,i,i,i,i,i,i
hERG protect,-9,-11,-12,-3,-9,-5,-18,-3
GSK3A inh,0,2,-1,-2,3,0,4,-4
KCNK9 block,i,i,i,i,i,i,i,i
HDAC3 inhib,-2,-7,15,6,-3,-2,-1,-3
KCNQ1 act,i,i,i,i,i,i,i,i
DYRK1A inh,2,-4,-6,0,0,0,4,2
RGS4 pot,i,i,i,i,i,i,i,i
KCNK3 inh,i,i,i,i,i,i,i,i
KCNQ1 block,i,i,i,i,i,i,6*,i
GSK3B inh,18,-3,0,0,1,0,-3,0

25. O=C(NC(=S)Nc1ccccc1N1CCN(C(=O)c2ccccc2)CC1)c1cccs1
26. O=C(O)c1ccc2c(c1)C(=O)N(CCc1c[nH]c3ccccc13)C2=O
27. CC(=O)OCCN1C(=O)c2cccc3cc([N+](=O)[O-])cc(c23)C1=O
28. COc1ccccc1N1C(=O)c2cccc3c(C(=O)O)ccc(c23)C1=O
29. Cn1c(=O)c2c(nc(NC3CCCCC3)n2CC(O)COc2ccccc2)n(C)c1=O (stereo unspecified)
30. COc1ccc2c(c1)CCc1cn3ncc(C#N)c3nc1-2
31. CCOc1cc(C(=O)Nc2cc(C)ccc2OC)ccc1OCC(=O)N1CCCCC1
32. CCOCc1nnc(NC(=O)c2cc(Cl)ccc2OC)s1

Screen / compound no.,25,26,27,28,29,30,31,32
PolyA inhibitor,i,i,i,i,i,i,i,i
hERG protect,-10,-8,-9,-11,-5,-12,-3,-3
GSK3A inh,-1,12,0,-8,-1,-2,0,-4
KCNK9 block,i,i,i,i,i,i,i,i
HDAC3 inhib,3,4,4,-2,2,-10,9,3
KCNQ1 act,i,i,i,i,i,i,i,i
DYRK1A inh,-3,13,·,8,0,·,6,2
RGS4 pot,i,i,i,i,i,i,i,i
KCNK3 inh,i,i,·,i,i,i,i,i
KCNQ1 block,i,i,i,i,i,i,i,i
GSK3B inh,2,-3,1,1,0,1,0,0

33. COc1ccc(OCC(=O)NNC(=O)c2ccc3c(=O)n4c(nc3c2)CCC4)cc1
34. COc1ccc(Cl)cc1-c1nc(SCC(=O)NC(C)C)n[nH]1
35. N#Cc1nc(-c2cccs2)oc1N1CCOCC1
36. CCOC(=O)CNC(=O)N1CCC(CCOc2ccccc2)(C(=O)OCC)CC1
37. COC(=O)C1C(=O)NCC1c1ccc(OC)cc1 (stereo unspecified)
38. CC(=C/c1ccccc1)/C=N/n1c(C)n[nH]c1=S
39. CCOc1ccc(-n2c(SCc3cc(=O)oc4cc(C)c(C(C)C)cc34)nnc2-c2cccnc2)cc1
40. CS(=O)(=O)c1ccc(NC(=O)CN2C(=O)C3CCCCC3C2=O)cc1 (stereo unspecified)

Screen / compound no.,33,34,35,36,37,38,39,40
PolyA inhibitor,i,i,i,i,i,i,i,i
hERG protect,-6,-12,-9,-3,-8,-2,-10,-13
GSK3A inh,0,-3,7,9,-3,-2,-1,0
KCNK9 block,i,i,i,i,i,i,i,i
HDAC3 inhib,-2,-7,·,-6,-6,4,4,-4
KCNQ1 act,i,i,i,i,i,i,i,i
DYRK1A inh,5,3,6,-4,7,-1,5,8
RGS4 pot,i,i,i,i,i,i,i,i
KCNK3 inh,i,i,i,i,i,i,i,i
KCNQ1 block,i,i,i,i,i,i,i,i
GSK3B inh,0,0,-3,0,-7,0,1,-2

41. Cc1sc2nc(SCC(=O)NCCCO)n(-c3ccccc3)c(=O)c2c1C
42. CCCCN(CC)C(=O)Cc1ccccc1OC
43. C[C@@H]1C(=O)O[C@H]2[C@H]1CC[C@@]1(C)C(=O)C=C[C@@](C)(O)[C@H]21
44. CCc1ccc(OC)c(-c2csc(N)n2)c1
45. COc1ccc(S(=O)(=O)N2CCC(C(=O)NC3(C)CCS(=O)(=O)C3)CC2)cc1OC (stereo unspecified)
46. Cc1ccc(-c2[nH]ncc2/C=N/n2c(COc3ccccc3)nc3ccccc3c2=O)cc1
47. O=C(NCCN1CCOCC1)c1cccc(S(=O)(=O)N2CCCCC2)c1
48. O=C(O)CNCC1COc2ccccc2O1 (stereo unspecified)
49. COc1cc2[nH]c(C(=O)NCc3ccccc3)cc2c(OC)c1OC
50. CCN(CC(=O)NCc1ccc(Cl)cc1)C(=O)CSc1ccccc1

Screen / compound no.,41,42,43,44,45,46,47,48,49,50
PolyA inhibitor,i,i,i,i,i,i,i,i,i,i
hERG protect,-8,-9,-1,-16,-12,-18,-2,-18,-3,-13
GSK3A inh,-2,-1,1,2,-2,0,0,0,1,-2
KCNK9 block,i,i,i,i,i,i,i,i,i,i
HDAC3 inhib,0,-3,-3,5,-7,3,10,-3,-5,1
KCNQ1 act,i,i,i,i,i,i,i,i,i,i
DYRK1A inh,·,4,6,-2,-3,1,·,-10,-5,10
RGS4 pot,i,i,i,i,i,i,i,i,i,i
KCNK3 inh,i,i,i,i,i,i,i,i,i,i
KCNQ1 block,i,i,i,i,i,i,i,i,i,i
GSK3B inh,3,4,1,-2,3,8,1,1,0,3
